Screens deposited in PubChem BioAssay by National Center for Advancing Translational Sciences (NCATS).
HP1b chromo inh: HP1-beta chromodomain-methylated histone interaction inhibition; P83916; AlphaScreen HP1-beta / biotin-H3K9me3 peptide binding; Potency, µM (series often up to 114 µM), for inactives: at the highest dose activity change, negative = inhibition, hits mostly inhibitors; 390,000 compounds, 0.56% hits; AID 540317; further: potency means the concentration at half of the fitted maximal effect; nearly all actives have a fitted effect of over 70% in size; inactives centre near 23
Target sequence (P83916 whole entry, looked up): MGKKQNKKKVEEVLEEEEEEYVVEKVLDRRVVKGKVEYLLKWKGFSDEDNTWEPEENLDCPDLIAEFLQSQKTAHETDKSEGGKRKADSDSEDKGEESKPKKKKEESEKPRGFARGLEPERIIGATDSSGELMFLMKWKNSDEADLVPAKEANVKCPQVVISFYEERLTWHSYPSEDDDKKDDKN
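AlphaScreen: HP1-beta (50 nM) preformed 30 min with biotin-H3(1-18)K9me3 peptide (50 nM) in PBS pH 7.4, 0.01% Tween-20. Compound added for 30 min at RT, then streptavidin donor/nickel chelate acceptor beads (10 ug/mL) for 30 min.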
G9a inh: inhibitors of human histone lysine methyltransferase G9a. Q96KQ7. G9a H3K9 monomethylation, AlphaScreen, 2 h. Potency, µM (series often up to 102 µM), inactives show top-dose activity, negative = inhibition, usual class: inhibitors. 350,000 compounds, 8.8% hits; further: potency means the concentration at half of the fitted maximal effect; on the % scale 0 is the no-effect control and ±100 the full control effect; nearly all actives have a fitted effect of over 75% in size
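Compounds were preincubated with 20 nM G9a for 15 min, after which biotinylated H3K9 peptide (500 nM) and SAM (20 uM) started a 2 h room-temperature reaction. Monomethylated product was quantified by antibody-based AlphaScreen chemiluminescence.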
JMJD2A Tudor inh: inhibitors of human JMJD2A Tudor domain | AID 504339 | Potency, µM (titrated, usually from 114 µM), inactives show top-dose activity change, negative = inhibition, actives largely listed as inhibitors | AlphaScreen JMJD2A-Tudor / H3K4me3 peptide binding | O75164 | 390,000 compounds, 4.4% hits; further: potency means the concentration at half of the fitted maximal effect; on the % scale 0 is the no-effect control and ±100 the full control effect; nearly all actives have a fitted effect of over 50% in size
BAZ2B inh: BAZ2B (human) inhibition; 360,000 compounds, 4.4% hits; Potency, µM (titrated, usually from 114 µM), for the others: at the highest dose activity change, negative = inhibition, hits mostly inhibitors; AID 504333; AlphaScreen BAZ2B-H3K14Ac peptide displacement; Q9UIF8; further: potency means the concentration at half of the fitted maximal effect; on the % scale 0 is the no-effect control and ±100 the full control effect; nearly all actives have a fitted effect of over 60% in size
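BAZ2B (50 nM) with biotin-H3(5-23)K14Ac peptide (50 nM) in PBS pH 7.4, 0.01% Tween-20, preformed 30 min, then compound 30 min at room temperature; top concentration 110uM. AlphaScreen streptavidin donor/nickel chelate acceptor beads (10 ug/mL final), 20 min dark, signal read.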
PGK inhibitor: T. brucei PGK inhibition | P07378 | PGK/GAPDH coupled, Kinase-Glo luminescence, 60 min | Potency, µM (titrated, usually from 57.5 µM), for inactives: at the top dose activity change, negative = inhibition, actives largely listed as inhibitors | 380,000 compounds, 0.043% hits | AID 602233; further: potency means the concentration at half of the fitted maximal effect; on the % scale 0 is the no-effect control and ±100 the full control effect; nearly all actives have a fitted effect of over 60% in size
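Luminescent ATP detection (Kinase-Glo Plus) follows a 60-minute room-temperature incubation, with wells lacking PGK as controls. Buffer: 100 mM TEA (pH 7.6), 5 mM MgCl2, 0.01% Tween-20. Coupling enzyme GAPDH (100 nM final) supplies unstable 1,3-BPG in-well.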
Pin1 inhibitor: blocks the human prolyl isomerase Pin1; Pin1 FP peptide displacement, HiFluor488, 10 min; Potency, µM (top dose mostly 115 µM), for inactives: at the highest dose activity, negative = inhibition, most hits filed as inhibitors; 390,000 compounds, 0.009% hits; active means well fitted inhibition curve with a large enough effect in the polarisation, with a control signal flat, not every such curve was filed as active; inconclusive means small, poorly fitted or top-dose-only effect, or effect the other way, or a change in a side signal; inactive means no such curve, though single readings can be large or run the other way; the % refers to the polarisation; further: potency means the concentration at half of the fitted maximal effect; on the % scale 0 is the no-effect control and ±100 the full control effect
Target sequence (Q13526 whole entry, looked up): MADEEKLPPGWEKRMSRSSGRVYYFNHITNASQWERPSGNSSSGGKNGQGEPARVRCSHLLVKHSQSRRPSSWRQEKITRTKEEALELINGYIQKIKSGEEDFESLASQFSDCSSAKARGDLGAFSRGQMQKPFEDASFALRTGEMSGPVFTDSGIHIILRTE
PI4K2A inh: inhibitors of human PI4K2A; Q9BTU6; activity change, negative = inhibition, % at 76.9 µM; 420,000 compounds, 0.13% hits; purified PI4K2A, ADP-Glo luminescence, 1 h; active compounds read low; in the data active means activity change below about -50%; inconclusive means mostly about -30% to -49%;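 further: -100% = wells without enzyme as full effect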
Target sequence (Q9BTU6 whole entry, looked up): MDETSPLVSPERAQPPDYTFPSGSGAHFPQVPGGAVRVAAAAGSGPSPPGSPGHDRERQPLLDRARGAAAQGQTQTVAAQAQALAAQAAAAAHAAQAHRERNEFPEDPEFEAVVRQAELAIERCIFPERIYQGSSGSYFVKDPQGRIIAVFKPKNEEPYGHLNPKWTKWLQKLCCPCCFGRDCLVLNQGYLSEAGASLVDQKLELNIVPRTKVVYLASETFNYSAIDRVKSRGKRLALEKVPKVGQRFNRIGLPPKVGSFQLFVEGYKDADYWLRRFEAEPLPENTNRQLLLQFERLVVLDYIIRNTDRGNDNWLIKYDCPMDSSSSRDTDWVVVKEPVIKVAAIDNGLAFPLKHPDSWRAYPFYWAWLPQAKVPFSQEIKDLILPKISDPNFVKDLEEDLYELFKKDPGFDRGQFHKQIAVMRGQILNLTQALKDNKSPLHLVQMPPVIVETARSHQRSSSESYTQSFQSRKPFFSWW
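PI4K2A activity was measured by ADP-Glo luminescence: enzyme (4 ug/mL stock) and phosphatidylinositol (1.2 mM stock) in Tris pH 7.5/MgCl2/EGTA/Triton X-100 buffer were reacted with ATP (300 microM stock) for one hour at ambient temperature.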
ERG Ets-DNA blk: inhibitors of human ERG Ets domain-DNA interaction | Potency, µM (top dose mostly 76.9 µM), without a hit: at the highest dose FP activity, negative = inhibition, actives largely listed as inhibitors | AID 624246 | P11308 | 370,000 compounds, 0.028% hits | fluorescence polarization, His-ERG Ets domain / labelled DNA; active means well fitted inhibition curve with a large enough effect in the polarisation, with a control signal flat; inconclusive means small, poorly fitted or top-dose-only effect, or effect the other way, or a change in a side signal; inactive means no such curve, though single readings can be large or run the other way; the % refers to the polarisation;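 further: polarization taken with two DNA probes labelled with fluorescein and Texas red; potency means the concentration at half of the fitted maximal effect; % of control where 0% means no effect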
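His-tagged ERG Ets domain (1 uM in the protein solution; 300mM KCl, 50mM Tris-HCl, 1mM EDTA, 1mM DTT, pH 7.5) received compound, then a probe mix of 5 nM fluorescein-DNA and 100nM Texas-615-DNA. Fluorescence polarization was read for both dyes.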
GLS inh: inhibitors of human glutaminase (GLS); O94925; GLS enzymatic activity, qHTS titration; Potency, µM (highest dose often 45.5 µM), for the others: at the highest dose activity change, negative = inhibition, most hits filed as inhibitors; 410,000 compounds, 0.21% hits; further: potency means the concentration at half of the fitted maximal effect; on the % scale 0 is the no-effect control and ±100 the full control effect
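Read-out is an Amplex red fluorescence increase coupled through glutamate oxidase and HRP, measured before and after 30 min room-temperature incubation. hKGA is in 45 mM KH2PO4 (pH 8.2) with 0.02% Tween-20; glutamine added as 1mM solution.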
Starred values were filed as active, the others as inactive; i = inactive; ? = inconclusive; . = no result given; [ ] = another dose, or the depositor's remark. Unless noted, the call rests on the fitted dose curve; in most records, active means well fitted curve in the direction sought with a large enough effect; inconclusive means small, poorly fitted or top-dose-only effect, or another doubt; inactive means no such curve, though single readings can be large; an effect the other way counts as inactive or inconclusive.

structure	HP1b chromo inh	G9a inh	JMJD2A Tudor inh	BAZ2B inh	PGK inhibitor	Pin1 inhibitor	PI4K2A inh	ERG Ets-DNA blk	GLS inh
CCOc1ncccc1C(=O)OCC(=O)Nc1cc(C)ccc1C	?	12%	-15%	-4%[57.1 µM]	i	-7%	-14	0%	3%
CCCN(CCC)CC(O)Cn1cc(/C=C/C(=O)c2ccc(C)cc2)c2ccccc21 (centres undefined)	-1%	-54%[59 µM]	?	22µM*	1%	?	-2	1%	14%
CC(=O)OC(C(=O)NC1CCCCC1)c1ccncc1 (centres undefined)	10%	-9%[59 µM]	-10%	3%	-6%[11.5 µM]	-1%	2	.	1%
COc1ccc(C(=O)COC(=O)c2ccccc2NS(=O)(=O)c2ccc(O)c([N+](=O)[O-])c2)cc1	-29%	?	?	56µM*	-8%	.	-2	2%	4%
N=C(N)N1CCc2ccccc21	28%	-9%	1%	-4%	i	-11%	0	-5%	-11%
CCn1c(/C=C2\C(=O)N(C)c3ccccc32)nc2ccccc2c1=O	-12%	-16%[59 µM]	?	56µM*	-7%	-2%	-1	13%	-11%
O=C(N1CCOCC1)C1(c2ccccc2)CCCCC1	12%	-1%[59 µM]	-9%	0%	-5%	-6%	9	13%	1%
CCOC(=O)C1(CCOC)CCN(Cc2cnc(-c3cccc(C)c3)nc2)CC1	29%	45µM*	-27%	-1%	-4%	-2%	-10	-13%	0%

Full records as entered above:
Profile of N=C(N)N1CCc2ccccc21 = HP1b chromo inh = 28%; G9a inh = -9%; JMJD2A Tudor inh = 1%; BAZ2B inh = -4%; PGK inhibitor = i; Pin1 inhibitor = -11%; PI4K2A inh = 0; ERG Ets-DNA blk = -5%; GLS inh = -11%
Profile of CC(=O)OC(C(=O)NC1CCCCC1)c1ccncc1 (centres undefined) = HP1b chromo inh = 10%; G9a inh = -9%[59 µM]; JMJD2A Tudor inh = -10%; BAZ2B inh = 3%; PGK inhibitor = -6%[11.5 µM]; Pin1 inhibitor = -1%; PI4K2A inh = 2; ERG Ets-DNA blk = .; GLS inh = 1%

Remaining list, next part:
structure	HP1b chromo inh	G9a inh	JMJD2A Tudor inh	BAZ2B inh	PGK inhibitor	Pin1 inhibitor	PI4K2A inh	ERG Ets-DNA blk	GLS inh
Cn1c(=O)oc2cc(S(=O)(=O)N3CCC(C(=O)N4CCN(c5ccc(F)cc5)CC4)CC3)ccc21	27%	1%	5%	-12%	4%	0%	-2	6%	29%
CCN(c1ccccc1)S(=O)(=O)c1cc(C(=O)NCC(c2ccco2)N2CCCCC2)ccc1C (centres undefined)	-16%	.	?	.	-4%	5%	-14	13%	13%
O=C(CSc1ncnc2nc[nH]c12)NCCc1ccccc1	29%	2%	4%	0%	-10%	-3%	4	-2%	0%
Cc1cc(NC(=O)C2CCN(S(=O)(=O)Cc3ccccc3)CC2)ccc1-n1cnnn1	34%	-34%[59 µM]	-2%	8%	-10%	1%	-3	5%	7%
O=S1(=O)c2ccccc2N(Cc2ccccc2)c2ccccc21	?	-5%[59 µM]	-22%	-15%	i	10%	5	2%	-11%
c1ccc(-c2noc(-c3ccc4ccccc4c3)n2)cc1	44%[activator]	24%	39%[activator]	32%	-10%	35%[activator]	5	7%	2%
CC(=O)N1CCc2cc(S(=O)(=O)NC(C(=O)NCc3ccccc3)C(C)C)ccc21 (centres undefined)	22%	?	-2%	-5%	2%	1%	2	1%	-2%
Cc1sc(NC(=O)CN2CCOCC2)c(C(=O)c2ccccc2)c1C	-2%	.	?	?	i	-3%	8	0%	-2%
CC#CC(=O)N1CCC(n2nccc2NC(=O)c2ccc3c(c2)OCO3)CC1	18%	10%	-10%	6%	0%	3%	1	-2%	-1%
COc1ccccc1/C=C1\SC(=O)N(CCC(=O)NCCCn2ccnc2)C1=O	26%	.	-4%	?	1%	-3%	3	0%	1%
COc1ccccc1Nc1nc(-c2ccc3c(c2)NC(=O)CO3)cs1	33%	?	-21%	-30%	-1%	6%	0	0%	-1%
COC(=O)c1c(C)nn(-c2ccc(F)c(Cl)c2)c1-c1cc(C)on1	39%[activator]	.	9%	-1%	-6%	-5%	-20	-3%	4%
COc1cccc(/C=N/NC(=O)CNC(=O)c2cccs2)c1O	27%	44%[59 µM]	-19%	10%	5%	-5%	2	9%	?
CN(Cc1ccccc1)C(=O)COC(=O)CCC(=O)c1ccc(Cl)cc1	14%	.	-1%	.	-3%	6%	3	7%	6%
CCc1nn2c(=O)cc(COC(=O)c3ccc(SC)cc3OC)nc2s1	36%	3%[12.7 µM]	-9%	9%	0%	-9%	-5	3%[15.4 µM]	3%
COc1ccccc1N(CC(=O)NCc1ccc(F)cc1)C(=O)CCC(=O)Nc1nccs1	61%[activator]	11%[59 µM]	-13%	6%	4%	-2%	2	-9%	3%

Following part
Each structure is followed by: HP1b chromo inh | G9a inh | JMJD2A Tudor inh | BAZ2B inh | PGK inhibitor | Pin1 inhibitor | PI4K2A inh | ERG Ets-DNA blk | GLS inh
Cc1ccc(Cl)cc1N1CCN(C(=O)C2CCCN(S(=O)(=O)c3cnc[nH]3)C2)CC1 (centres undefined)
  5% | ? | -29% | -31% | -1% | 8% | 5 | -1% | 6%
Cc1ccc(CNC(=O)c2c(-c3ccccc3F)noc2C)o1
  25%[57 µM] | 0%[59 µM] | -21% | 4% | 5% | -1% | 2 | -2% | 5%
Cc1nn(Cc2ccccc2)c(C)c1NC(=O)c1ccc([N+](=O)[O-])cc1[N+](=O)[O-]
  30% | -4%[59 µM] | -15% | 1% | -8% | 0% | -4 | . | 1%
COC(=O)c1ccccc1NC(=O)CSc1nc2ccccc2c(=O)[nH]1
  26% | 0%[59 µM] | -2% | ? | 9% | -1% | -2 | 2% | -1%
O=C(COCc1cc(-c2cccs2)on1)N1CCN(c2ccccc2)CC1
  3% | -7%[59 µM] | -13% | -13% | 3% | -9% | 0 | 2% | 15%
COc1ccc(S(=O)(=O)n2cnc3ccccc32)c(C)c1
  26% | 10% | -4% | 6% | -5% | -6% | -2 | -12% | 1%
CNC(=O)c1ccc(Nc2nnc(-c3ccc(C)c(S(=O)(=O)NCC4CCCO4)c3)c3ccccc23)cc1 (centres undefined)
  27% | ? | -5% | ? | i | 0% | 3 | 7% | -4%
O=C(O)c1ccc(N/N=C/c2ccc(-c3cc(Cl)ccc3Cl)o2)cc1
  -8% | -39% | 40µM* | 79µM* | -13% | -29% | 6 | -1% | 32%[activator]
COc1ccc(S(=O)(=O)N2CCC(C(=O)NCc3ccccc3)CC2)cc1OC
  41%[activator] | ? | -10% | -18% | -7% | -14% | -1 | -10% | 3%
CCOC(=O)Oc1ccc2c(c1)C(C)=CC(C)(C)N2C(=O)OCC
  76% | 50%[59 µM] | 72%[activator] | 52%[activator] | -8% | 2% | -2 | 8% | 15%
CC(=O)Nc1ccc(S(=O)(=O)N2CCCC(C(=O)O)C2)cc1 (centres undefined)
  21% | 10% | 2% | -5% | -9% | 0% | -2 | 10% | 1%
CCC(=O)OC1(C)C(=O)C=C2C=C(c3ccc(C#N)cc3)OC=C2C1=O (centres undefined)
  -20% | . | ? | . | -13% | -20% | -5 | 19% | 14%
Cc1cc(C(=O)N2CCN(S(=O)(=O)c3ccccc3C#N)CC2)c(C)o1
  11% | 15%[2.33 µM] | -18% | -4% | -1% | 5% | 1 | -5% | -9%
O=C(NNC1CC(=O)N(c2cccc(Cl)c2)C1=O)c1cccs1 (centres undefined)
  36% | ? | -7% | -16% | -2% | -1% | 3 | 4% | ?
COc1ccc(NC(=O)Cn2cc(S(=O)(=O)Cc3ccc(F)cc3)c3ccccc32)cc1OC
  -9% | -35%[59 µM] | ? | ? | -11% | 13% | -10 | 1% | -16%
O=C(CN(Cc1ccco1)C(=O)c1ccc(N2CCCC2=O)cc1)Nc1ccccc1C(F)(F)F
  13% | -5%[59 µM] | -12% | -2% | 5% | -13% | -3 | -7% | 6%
COc1ccc2nc(SCC(=O)Nc3ccccc3C)[nH]c2c1
  3% | . | -19% | 1% | -1% | 1% | -7 | 0% | 11%
Cc1nnc(SCC(=O)Nc2cccc(Br)c2)s1
  26% | -3%[12.7 µM] | -9% | -3% | -4% | -1% | 4 | -4% | 1%
CN(C)C(CNC(=O)NC1CCCCC1)c1cccnc1 (centres undefined)
  39%[activator] | 14%[59 µM] | 0% | -3% | -2% | 1% | -4 | 5% | -5%
CSc1ccccc1C(=O)Nc1ccccc1C(=O)NC(C)C
  -8% | 23%[12.7 µM] | ? | -11% | 7% | -2% | 4 | 15% | 32µM*
CCN(CC)CCCNc1nnc(C)c(=O)[nH]1
  29% | -5%[59 µM] | 11% | -2% | -11% | 0% | 2 | 5% | -10%
Cc1ccc(S(=O)(=O)CCC(=O)NCCc2ccccc2)cc1
  97%[activator] | 46% | -8% | 2% | . | 3% | -3 | 5% | 3%
